# Screening data as filed in PubChem BioAssay.
# Mcl1 Noxa PPI: disrupts binding of human Mcl-1 to Noxa peptide; hit rate 1.5% among 220,000; inhibition, % at 21.7 µM; TR-FRET Mcl-1/Noxa peptide binding, 2 h; Q07820;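 active = compounds that cut the protein-peptide binding signal by more than 50% relative to plate controls in a single-dose test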;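 note: His-tagged Mcl-1 with rhodamine Noxa BH3 peptide and terbium anti-His antibody; 0% = Mcl-1 plus Noxa peptide wells and 100% = peptide-only wells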
# Target sequence (Q07820 whole entry, looked up): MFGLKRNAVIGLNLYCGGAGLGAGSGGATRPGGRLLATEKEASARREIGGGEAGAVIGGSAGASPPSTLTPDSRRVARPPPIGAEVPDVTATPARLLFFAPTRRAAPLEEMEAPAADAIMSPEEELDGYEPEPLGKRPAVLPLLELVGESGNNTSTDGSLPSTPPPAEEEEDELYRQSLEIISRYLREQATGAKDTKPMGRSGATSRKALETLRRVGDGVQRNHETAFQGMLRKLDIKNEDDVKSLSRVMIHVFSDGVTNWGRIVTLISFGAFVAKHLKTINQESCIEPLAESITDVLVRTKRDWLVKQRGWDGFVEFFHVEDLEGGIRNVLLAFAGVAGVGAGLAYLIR
# Mcl-1 Bim block: human Bim-Mcl-1 interaction inhibition. Bead-based flow cytometry, Bim peptide-Mcl-1 binding. inhibition, % at 10 µM. hit rate 0.1% among 190,000; in the data active = inhibition above about 40%;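 note: 0% = no compound tracer wells and 100% = peptide blocker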
# Pf gamet viab: kills late stage P. falciparum gametocytes | P. falciparum stage V gametocytes, ATP luminescence, 24 h | inhibition, % at 10.9 µM | hit rate 0.065% among 150,000 | AID 743093;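 active = inhibition above the mean plus 3 SD of compounds within the control limits, set per campaign, cut at about 38% in these data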;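 note: 0% = DMSO wells and 100% = medium only without gametocytes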
# Rab7 wt modul: alters GTP binding to wildtype dog Rab7; hit rate 0.055% among 190,000; AID 758; GST-Rab7 beads, fluorescent GTP binding, flow cytometry; actives lie on both sides; untreated = 100%, excess cold GTP = 0%; GTP binding activity (percent of control), % at 10 µM;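 active = fluorescent GTP binding to Rab7 beads changed by at least 20 points from the 100% baseline, either direction, mostly lower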;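 note: median green fluorescence of bound Bodipy-FL-GTP per Rab7 bead population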
# Cdc42 wt GTP: human Cdc42 wildtype GTP binding change, either direction | P60953 | GST-Cdc42 beads, Bodipy-GTP binding, flow cytometry; actives lie on both sides | percent activity (GTP binding), % at 10 µM | hit rate 0.2% among 190,000 | AID 761;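 active = percent activity GTP binding at least 20 points away from the 100% baseline, either down as inhibitor or up as activator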;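 note: median bead fluorescence of bound Bodipy-FL-GTP at 100 nM; 0% = excess unlabeled GTP control and 100% = no compound control; below 100% means less GTP binding so inhibitor and above means activator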
# Target sequence (P60953 whole entry, looked up): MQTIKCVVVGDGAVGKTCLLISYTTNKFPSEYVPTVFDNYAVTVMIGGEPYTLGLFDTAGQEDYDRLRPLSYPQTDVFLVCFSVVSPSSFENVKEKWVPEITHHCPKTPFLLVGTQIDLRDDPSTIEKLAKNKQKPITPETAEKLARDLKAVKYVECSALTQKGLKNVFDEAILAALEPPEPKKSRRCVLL
# RGS8-Gao: modulates binding of RGS8 to human Galphao; P09471; multiplexed bead flow cytometry; actives lie on both sides; hit rate 0.34% among 220,000; response (percent of control binding), % at 10 µM; AID 1423; in the data active = response below about 60% or above about 140%; inactive = in between;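 note: Galphao activated as the GDP aluminium fluoride complex binding bead-coupled RGS8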
# Mcl1-Bid inh: Mcl-1/Bid interaction inhibition | AID 1021 | inhibition, % at 21.7 µM | hit rate 0.97% among 220,000 | TR-FRET Mcl-1/Bid-Dy647 peptide binding, 1536-well;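 active = compounds that cut the binding signal by more than half at the single screening dose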;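 note: His-tagged Mcl-1 with europium anti-His antibody binding Bid BH3 peptide; 0% = Mcl-1 plus peptide wells and 100% = peptide-only wells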
# Rab2A wt mod: changes GTP binding to wildtype dog Rab2A, up or down; P61105; GST-Rab2 wt beads, Bodipy-GTP binding, flow cytometry; GTP binding activity, % at 10 µM; hit rate 0.19% among 190,000; AID 760;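 active = GTP binding activity at least 20 points away from 100%, either lowered or raised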;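 note: 0% = beads with excess unlabeled GTP and 100% = no-compound control corrected for plate trend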
# Rac1 act GTP bind: modulators of GTP binding to human Rac1 activated mutant. percent activity (GTP binding), % at 10 µM. GST-Rac1 activated beads, fluorescent GTP binding, flow cytometry; actives lie on both sides; 100% means binding = to untreated wells. hit rate 0.11% among 190,000. P63000;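 active = GTP binding at least 20 percentage points away from the 100% baseline, in either direction, so actives lie on both sides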
# HRas wt GTP: changes GTP binding to wildtype human HRas. P01112. GST-Ras wt beads, Bodipy-FL-GTP binding, flow cytometry; actives lie on both sides. GTP binding activity, % at 10 µM. hit rate 0.14% among 190,000. AID 759;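 active = GTP binding activity at least 20% away from the 100% baseline, either lowered as inhibitor or raised as activator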;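 note: 0% = unlabeled GTP competition control and 100% = no-compound control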
# Target sequence (P01112 whole entry, looked up): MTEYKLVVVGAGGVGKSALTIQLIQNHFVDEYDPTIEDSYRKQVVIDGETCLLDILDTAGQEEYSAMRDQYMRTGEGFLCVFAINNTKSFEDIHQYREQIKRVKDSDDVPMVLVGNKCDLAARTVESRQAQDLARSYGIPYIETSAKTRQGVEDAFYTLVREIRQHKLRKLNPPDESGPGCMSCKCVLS
# Rac1 wt modul: human Rac1 wildtype GTP binding, inhibitors and activators | P63000 | GST-Rac1 beads, fluorescent GTP binding, flow cytometry; actives lie on both sides; 0 = cold GTP competed, 100 = untreated | GTP binding activity (% of control), % at 10 µM | hit rate 0.27% among 190,000 | AID 757;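 active = GTP binding activity at least 20 points away from the 100% control level, either lower or higher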
# The depositor's hits bear a star; / = not tested or not shown.
SMILES,Mcl1 Noxa PPI,Mcl-1 Bim block,Pf gamet viab,Rab7 wt modul,Cdc42 wt GTP,RGS8-Gao,Mcl1-Bid inh,Rab2A wt mod,Rac1 act GTP bind,HRas wt GTP,Rac1 wt modul
COC(=O)CCNC(=O)c1ccc2[nH]c(C)c(C)c2c1,10,0,29,106,98,102,-53,98,96,97,98
O=C(CCNc1ccc(F)c(Cl)c1)c1ccco1,25,-3,2,99,104,104,-72,101,99,104,101
Cc1cccnc1NC(=O)Nc1cccs1,0,-2,13,101,100,102,-34,98,97,100,102
COCCCNCC#CCOc1ccc(OC)cc1,30,0,2,104,100,99,12,104,98,105,101
C=CCc1cc(Cl)ccc1OCCOCCN(C)C,27,-2,8,93,97,99,15,96,95,95,96
COC(=O)c1ccc(COn2c(=O)c(C)[n+]([O-])c3ccccc32)cc1,-1,-6,-18,100,100,99,-17,99,98,102,102
O=c1[nH]snc1N1CCOCC1,15,0,-6,103,98,99,-27,97,92,96,92
CCOC(=O)CSc1ncnc2c(C(=O)OCC)c3n(c12)CCC3,0,-2,-9,101,101,101,-12,102,100,104,105
COc1cccc(C2NC(c3cccc(OC)c3O)C(C)C(=O)C2C)c1O (stereo not given),33,1,/,104,102,109,-20,104,103,102,109
Cn1nc(-c2ccc(N3CCN(CCO)CC3)c([N+](=O)[O-])c2)c2ccccc2c1=O,8,-3,11,96,95,103,-9,95,97,96,99
CC1=CC(=C(C#N)c2nc3ccccc3s2)C=C(C)N1c1ccc(F)cc1F,-4,-4,/,99,100,98,-12,98,98,97,100
COC(=O)C(NC(=O)c1ccc(C)cc1)(Nc1cccc(C)n1)C(F)(F)F (stereo not given),-14,-40,/,98,102,104,7,101,102,104,106
O=C(CSc1ncnc2c1oc1ccccc12)OCc1ccccc1,-7,0,/,103,102,101,-7,100,100,101,102
O=C(OCc1cccc2ccccc12)C1CC(=O)N(c2ccccc2)C1 (stereo not given),17,-3,17,98,98,112,-6,100,94,100,99
CC(C)C(=O)Nc1nnc(CCN2CCOCC2)s1,13,-1,8,95,101,109,-18,99,100,99,101
COCc1cc(N2CCOCC2)nc(SCc2ccc(Cl)cc2)n1,-5,12,-10,101,106,106,-11,102,102,100,102
COc1ccc(C(=O)NC(=S)Nc2ccc(CN3CCCCC3)cc2)cc1Cl,14,0,-13,97,97,103,-34,96,97,97,102
O=C(Nc1nnc(CCN2CCCCC2)s1)C1CCCCC1,17,-1,-3,99,99,102,9,98,96,99,98
O=C(NCc1ccco1)c1cc(-c2cccc(Cl)c2)on1,17,-7,/,100,99,101,5,99,99,100,102
COC(=O)c1cccc(S(=O)(=O)N2CCN(c3nc4ccccc4s3)CC2)c1,-2,4,/,106,106,102,-29,103,101,105,107
O=c1c2cc3ccccc3n2cnn1Cc1ccccc1F,-1,0,/,100,105,101,10,102,99,103,104
O=C1c2cccc(OCC(=O)N3CCCc4ccccc43)c2CCN1Cc1ccccc1,23,-3,/,102,97,102,-33,98,96,99,99
O=C(COC(=O)CCSc1ccccc1Cl)NCc1ccco1,-4,-1,/,95,95,100,-15,96,94,94,95
COc1ccc(C2C=C(C34CC5CC(CC(C5)C3)C4)NC(=S)N2)cc1OC (stereo not given),-6,-5,-5,98,95,100,-30,99,101,102,103
COc1cc(/C=N/NC(=O)c2cnccn2)cc(OC)c1OC,17,-3,8,99,102,100,4,98,97,98,102
O=C(Cc1ccc([N+](=O)[O-])cc1)N1CCCCCC1,7,1,-12,95,98,105,-22,97,97,95,98
Cc1cc(F)ccc1NCc1cccnc1,-8,-2,/,103,105,103,-38,102,102,104,105
COc1cc(C=Nc2cccc([N+](=O)[O-])c2C)ccc1OC(C)=O,22,1,/,98,101,103,-25,99,101,100,102
CC(C)(C)SCCNC(=O)/C=C/c1ccc([N+](=O)[O-])cc1,-6,-2,/,98,98,101,-33,99,97,99,103
CCCCOc1ccc(C(=O)N2CC(C)OC(C)C2)cc1 (stereo not given),-2,-1,/,100,102,101,-13,101,100,101,102
Cc1ccc(NC(=O)c2ccc(F)c(S(=O)(=O)N3CCOCC3)c2)cc1F,1,0,/,104,103,102,7,102,99,102,103
Cc1cccc(C)c1NC(=O)CSc1nnc(-c2ccoc2C)n1C,-1,1,-8,95,94,100,-15,95,94,95,94
Cc1ccc(NC(=O)CN2C(=O)NC3(CCC(C)CC3)C2=O)c(Cl)c1 (stereo not given),-1,3,/,99,102,96,-25,100,102,102,103
COc1ccc(CCN2C(=O)NC(NS(=O)(=O)c3ccc(N)cc3)(C(F)(F)F)C2=O)cc1OC (stereo not given),20,2,/,99,102,99,-8,99,99,99,100
CCc1ccc(C(=O)c2oc3nc(C)cc(C)c3c2N)cc1,23,1,/,101,100,92,-19,100,101,100,98
COc1ccc2c(c1)CC/C(=C\C=C\c1ccccc1)C2=O,9,2,-18,95,96,101,-5,95,90,93,98
CCOc1ccc(NC(=O)CC2C(=O)N(c3ccccc3)C(=O)N2Cc2ccco2)cc1 (stereo not given),-1,1,/,103,97,98,-21,96,95,94,97
CCc1ccccc1NC(=O)Cn1nnc(C(=O)NCc2cccs2)c1N,9,0,-19,97,98,103,-10,96,96,95,99
Cc1cc(C)c(NC(=O)CN2CCN(C)CC2)c(C)c1,-3,0,/,102,106,103,-20,100,101,102,106
COc1ccc2nc(Nc3nc(CSc4nnc(C)s4)cc(=O)[nH]3)nc(C)c2c1,24,-5,/,100,104,96,4,98,102,101,107
COc1cc(/C=N/NC(=O)c2ccccc2)ccc1OS(=O)(=O)c1ccccc1,14,-3,-4,101,102,104,-1,100,101,102,104
Cc1cc(C)c[n+](-c2nc3ccccc3nc2[N-]S(=O)(=O)c2ccc(Cl)cc2)c1,-3,-15,1,102,102,101,-55,103,101,101,101
CCOC(=O)c1ccc(NC(=O)CCS(=O)(=O)c2ccc(Br)s2)cc1,0,-3,-20,101,105,100,3,104,103,103,110
Cc1cc(C)n2ncc(C(=O)NCc3ccc(Cl)cc3)c2n1,-5,2,/,92,94,105,2,96,95,96,94
Cc1ccc(-n2c(SCc3cn4ccsc4n3)nc3ccccc3c2=O)cc1,-13,18,/,95,97,95,-14,97,98,99,102
Cc1ccc(-c2nnn(CC(=O)N(c3ccccc3)C(C(=O)NCC3CCCO3)c3ccc(F)cc3)n2)o1 (stereo not given),18,-3,-19,98,99,104,-17,97,97,97,102
Cc1c(NC(=O)C2CC=CCC2C(=O)O)c(=O)n(-c2ccccc2)n1C (stereo not given),26,0,/,96,100,99,-34,100,98,99,100
COc1ccccc1N1CCN(C(=O)/C=C/c2cccs2)CC1,11,-3,9,97,99,102,-12,97,101,98,102
CCOC(=O)Cn1c(C)[n+](C)c2cc(Cl)c(Cl)cc21,-9,-26,-8,101,93,104,-9,97,95,97,95
Cc1ccccc1-c1cc2nc(-c3ccc([N+](=O)[O-])cc3)cc(=O)n2[nH]1,-12,0,16,104,97,101,-60,98,93,100,98
COCCNC(=O)NC(=O)COC(=O)C12CC3CC(CC(NC(C)=O)(C3)C1)C2,-2,-1,-13,105,103,105,-6,103,99,103,102
CC(C)Oc1cc(O)c2c(=O)c(-c3ccc(O)cc3)coc2c1,24,0,/,101,102,102,-11,101,96,100,100
COc1ccc(N2CC(C(=O)Nc3nnc(SCC(=O)c4ccccc4)s3)CC2=O)cc1 (stereo not given),34,15,-8,95,94,84,-31,93,96,95,100
COc1ccc(-c2nnc(SCC(=O)c3ccc(C)o3)o2)cc1,-7,-3,/,99,100,106,11,96,99,98,107
CCOc1ccccc1C1C2=C(COC2=O)Nc2cc3c(cc21)OCO3 (stereo not given),1,-1,7,103,95,97,-37,95,99,99,103
O=S(=O)(N1CCCCC1)N1CCNCC1,6,-6,15,101,101,102,-13,102,99,100,103
Cc1cc(C)nc(N/N=C/c2cccc(Cl)c2)n1,7,-1,-10,105,97,101,-26,99,95,101,100
O=C(Nc1cccc(F)c1)C1CCN(C(=O)Cc2ccccc2)CC1,3,-2,/,99,102,101,-9,99,100,102,103
COc1ccc2oc(-c3ccc(NC(=O)c4ccc(N5CCOCC5)c([N+](=O)[O-])c4)cc3)nc2c1,55*,6,/,101,103,104,-11,100,100,98,103
Cc1cc(NC(=O)COC(=O)CSc2nc3cc(Cl)ccc3n2Cc2ccccc2)no1,14,2,/,98,97,102,-28,97,97,99,98

# Later entries.
SMILES,Mcl1 Noxa PPI,Mcl-1 Bim block,Pf gamet viab,Rab7 wt modul,Cdc42 wt GTP,RGS8-Gao,Mcl1-Bid inh,Rab2A wt mod,Rac1 act GTP bind,HRas wt GTP,Rac1 wt modul
Cc1ccc(C(CC(=O)N2CCOCC2)c2ccco2)cc1 (stereo not given),11,-3,/,98,103,96,-11,103,100,103,103
CCOc1cc(OCC)cc(C(=O)NCCCN2CCOCC2)c1,9,0,20,97,101,99,-21,98,95,99,103
COc1cc(C2NC(=O)NC(C)=C2C(=O)OCC2CCCO2)ccc1O (stereo not given),-3,1,22,99,105,107,-33,100,99,100,107
Cc1ccc(CC(=S)N2CCOCC2)cc1,21,-7,-17,95,95,96,-20,92,93,93,96
Nc1nnc(SCc2ccc(F)cc2Cl)s1,8,-3,/,100,104,98,-12,106,101,106,102
O=C(C1=C[C@@H](c2ccc3c(c2)OCO3)C[C@@H](OCCCCO)O1)N1CCOCC1,-13,-1,/,99,97,99,-13,96,98,96,98
CCCC(c1nnnn1CCOC)N1CCN(C(=O)c2ccco2)CC1 (stereo not given),11,-4,10,94,102,102,-5,103,99,101,100
CCO[C@@H]1OC(C(=O)Nc2ccccc2)=C[C@H](C2CC2)[C@H]1CCCO,12,1,-22,105,98,102,6,97,97,97,99
O=C(O)C(Cc1ccccc1)N1C(=O)/C(=C/c2cccs2)SC1=S (stereo not given),31,0,8,99,87,101,21,89,84,92,90
CN(C)C(=O)CSc1n[nH]c(-c2ccco2)n1,8,-5,-6,98,93,103,-26,94,94,94,92
CC(C)=CCCC(C)CN1CCC(N2CCC(C(=O)N3CCOCC3)CC2)CC1 (stereo not given),2,-4,-28,107,98,104,-16,99,95,99,100
O=C(Nc1cccnc1)c1ccc(C(=O)Nc2cccnc2)cc1,0,-7,-23,104,99,102,-1,102,97,98,102
CCCCC1(Cc2ccc([N+](=O)[O-])cc2)C(=O)N(c2ccccc2)N(c2ccccc2)C1=O,1,0,/,105,103,106,-10,100,101,103,107

# Single records, as listed above. Order of values: Mcl1 Noxa PPI | Mcl-1 Bim block | Pf gamet viab | Rab7 wt modul | Cdc42 wt GTP | RGS8-Gao | Mcl1-Bid inh | Rab2A wt mod | Rac1 act GTP bind | HRas wt GTP | Rac1 wt modul
# Cc1ccc(CC(=S)N2CCOCC2)cc1 in the list: 21 | -7 | -17 | 95 | 95 | 96 | -20 | 92 | 93 | 93 | 96
# Nc1nnc(SCc2ccc(F)cc2Cl)s1 in the list: 8 | -3 | / | 100 | 104 | 98 | -12 | 106 | 101 | 106 | 102

# Outcome played no part in choosing rows. Share with any hit: about 2.9%.
